# A549 viability – kills or reduces viability of A549 cells in Nrf2 counter-screen. A549 ARE-Fluc cells, CellTiter-Fluor viability, 18-24 h. Potency, µM (titrated, usually from 46 µM), inactives show at the top dose activity change, negative = cytotoxicity, usual class: inhibitors. actives 0.16% (n = 390,000); further: potency means the concentration at half of the fitted maximal effect; on the % scale 0 is the no-effect control and ±100 the full control effect
#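 A549 ARE_Fluc cells in 5% FBS OPTI-MEM were exposed to compounds in concentration-response for 18-24 h at 37 deg C. Viability was read by CellTiter-Fluor fluorescence (Ex 405/Em 525) after 30 min, before the luciferase read.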
# Nrf2 block – inhibitors of Nrf2 signaling | A549 ARE-Fluc reporter, luciferase luminescence, 18-24 h | Potency, µM (titrated, usually from 46 µM), for inactives: top-dose activity change, negative = inhibition, most hits filed as inhibitors | actives 2.1% (n = 360,000) | AID 504444; further: potency means the concentration at half of the fitted maximal effect; on the % scale 0 is the no-effect control and ±100 the full control effect; nearly all actives have a fitted effect of over 60% in size
#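 Cells were seeded and rested 2 h, then exposed to compounds for 18-24 h. CellTiter-Fluor was read first as a viability measure. BugLite was added 15 min before the final luminescent read of ARE-luciferase activity in A549 cells.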
# HepG2 tox – kills HepG2 cells in TGF-b inhibitor counter-screen. actives 0.76% (n = 410,000). Potency, µM (doses to about 46.1 µM), inactives show top-dose activity change, negative = cytotoxicity, actives largely listed as cytotoxic. AID 588856. HepG2 CAGA-GFP viability, ATP luminescence, 18 h; further: potency means the concentration at half of the fitted maximal effect; some results filed as inactive show a strong effect at the top dose
#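 HepG2 CAGA-GFP cells (1000/well, DMEM with 1% FBS) received compound, then TGF-beta at 500 pg/mL final, and were incubated 18 hours at 37 degrees C. Viability was read by CellTiter-Glo luminescence. Media-only wells were set as complete cell-killing and DMSO as no toxicity.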
# TGFb inhibitor – inhibitors of TGF-b signaling | actives 1.2% (n = 410,000) | Potency, µM (titrated, usually from 46.1 µM), inactives show at the top dose activity, negative = inhibition, usual class: inhibitors | HepG2 CAGA-GFP TGF-b/SMAD3 reporter, GFP fluorescence, 18 h; TGF-beta stimulated, 500 pg/mL final; further: potency means the concentration at half of the fitted maximal effect; on the % scale 0 is the no-effect control and ±100 the full control effect; nearly all actives have a fitted effect of over 65% in size
#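 Cell-based qHTS in HEPG2 carrying a CAGA-GFP Smad reporter; compounds added before 500 pg/mL final TGF-beta, 18 h incubation at 37 degrees C, GFP fluorescence quantified per cell by imaging cytometry.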
# IL1B secr inh – inhibitors of inflammasome signaling (IL-1 beta secretion); THP-1 LPS/ATP IL-1B secretion, AlphaLISA, 16 h; hits give low values; activity change, % at 57.5 µM; actives 4.7% (n = 360,000); AID 743279; in the data active means activity change below about -50%; inconclusive means mostly about -30% to -49%; further: on the % scale 0 is the no-effect control and ±100 the full control effect
#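 Secreted IL-1B measured by AlphaLISA bead assay after 16 h compound exposure of THP-1 cells; compounds (final up to 57.5 uM) added 1 h before LPS (250 ng/mL) and ATP (1.25 mM) stimulation; lower signal means less secretion.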
# MCF10A rerep – inducers of DNA re-replication in MCF 10A breast cells; MCF 10A DNA re-replication, Hoechst nuclear intensity, 48 h; Potency, µM (titrated, usually from 46.1 µM), without a hit: at the top dose activity, positive = re-replication, hits mostly activators; actives 2.9% (n = 350,000); AID 624296; further: potency means the concentration at half of the fitted maximal effect; % of control where 0% means no effect; nearly all actives have a fitted effect of over 50% in size
# Nrf2 activator – Nrf2 pathway activation; AREc32 ARE-luciferase reporter (MCF7-derived line), luminescence, 24 h; Potency, µM (titrated, usually from 46.1 µM), inactives show at the top dose activation, most hits filed as activators; actives 0.31% (n = 410,000); further: potency means the concentration at half of the fitted maximal effect; % of control where 0% means no effect; nearly all actives have a fitted effect of over 65% in size
#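 Reporter line AREc32 (ARE-Fluc), seeded overnight in OPTI-MEM with 5% FBS; compound pin-transferred, 24 hr at 37 deg C, 5% CO2; luminescent read-out.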
# ATXN2 expr inh – ATXN2 expression inhibition; HEK-293 ATXN2-luciferase reporter, luminescence, 24 h; Potency, µM (doses to about 57 µM), inactives show at the top dose activity change, negative = inhibition, most hits filed as inhibitors; actives 0.72% (n = 360,000); further: potency means the concentration at half of the fitted maximal effect; on the % scale 0 is the no-effect control and ±100 the full control effect; nearly all actives have a fitted effect of over 55% in size
#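 ATXN2-luciferase reporter cells (luciferase flanked by upstream and downstream ATXN2 gene portions) were treated 24 h at 37 °C with compounds at up to 57 uM. SteadyGlo luminescence gave expression; GF-AFC fluorescence gave viability.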
# ATXN viability – cell viability loss in ATXN counter-screen. S2 cells (HEK-293 line with an ATXN2-luciferase reporter) viability, CellTiter-Fluor protease fluorescence, 24 h. Potency, µM (titrated, usually from 56.7 µM), actives largely listed as cytotoxic. actives 0.49% (n = 400,000). AID 651635; further: potency means the concentration at half of the fitted maximal effect; nearly all actives have a fitted effect of over 40% in size
# * hit, by the source's call; i = inactive; ? = inconclusive; nt = no result given; [ ] = another dose, or the depositor's remark. Unless noted, the call rests on the fitted dose curve; in most records, active means well fitted curve in the direction sought with a large enough effect; inconclusive means small, poorly fitted or top-dose-only effect, or another doubt; inactive means no such curve, though single readings can be large; an effect the other way counts as inactive or inconclusive.
# Under each structure: A549 viability	Nrf2 block	HepG2 tox	TGFb inhibitor	IL1B secr inh	MCF10A rerep	Nrf2 activator	ATXN2 expr inh	ATXN viability
COc1cccc(CNc2ccc([N+](=O)[O-])cc2Cl)c1O
 : -8%	2%	4%	-5%	?	-1%	-1.0%	nt	?
Nc1nc2n(n1)C(c1cccc(Br)c1)CC(c1ccc(F)cc1)N2 (stereo unspecified)
 : 0%	-17%	-2%	-12%	-13	2%	0.1%	-7%	i
Cc1cc(NC(=O)c2c(Cl)cccc2Cl)no1
 : 1%	4%	23%	-12%	-3	-1%	-0.2%	-14%	i
CCOC(=O)c1c(-c2ccc(C)cc2)csc1NC1=NS(=O)(=O)c2ccccc21
 : 0%	7%	3%	7%	-3	28%	-0.1%	-26%	i
COC(=O)c1cc(S(=O)(=O)NCc2ccc(Br)cc2)c[nH]1
 : -4%	0%	-1%	18%	7	0%	-0.5%	nt	i
O=C(NC1CCCC1)c1cccc(Cl)c1
 : 3%	12%	12%	-1%	-5	-16%	2.8%	9%	i
Cc1ccc(S(=O)(=O)Nc2cc(C(C(=O)OC(C)C)C(=O)C(F)(F)F)c(O)c3ccccc23)c(C)c1 (stereo unspecified)
 : -14%	-10%	-37%	-28%	-2	?	18%	-6%	i
O=C(COC(=O)c1ccccc1Nc1ccccc1)NCc1ccccc1
 : 5%	-5%	-42%	?	8	-52%[inhibitor]	0.8%	-6%	i
CC(=O)N1CC(C)Oc2ccc(S(=O)(=O)Nc3ccc(Cl)cn3)cc21 (stereo unspecified)
 : 0%	-5%	0%	8%	25	8%	-0.8%	-10%	i
Cc1cc(C)c(OCCCCn2cnc3ccccc3c2=O)c(C)c1
 : -1%	nt	-3%	36%[activator]	-16	4%	-0.4%	2%	i
COc1ccc(/C=C/C(=O)O)cc1S(=O)(=O)Nc1ccc2c(c1)OCO2
 : 1%	7%	1%	8%	15	0%	0.0%	5%	i
Cc1ccc(-c2nc3ccccc3c(=O)n2CCN2CCOCC2)cc1
 : -8%	-19%	-23%	-14%	13	4%	0.1%	2%	i
CCCNCc1cc(OC)c(OCCC)cc1Cl
 : -2%	16%	6%	2%	4	-181%[0.0737 µM]	-0.6%	4%	i
Cc1cc(=O)[nH]c(N/N=C/c2c(O)n(-c3ccccc3)c(=O)c3ccccc23)n1
 : -3%	0%	-15%	0%	9	-4%	-0.8%	3%	i
CNC(=O)NC(=O)C(C)OC(=O)CCCc1nc2ccccc2s1 (stereo unspecified)
 : 18%	?	-5%	-6%	21	-7%	-0.3%	?	i

# One compound at a time, as listed above. Order of values: A549 viability	Nrf2 block	HepG2 tox	TGFb inhibitor	IL1B secr inh	MCF10A rerep	Nrf2 activator	ATXN2 expr inh	ATXN viability
# `COC(=O)c1cc(S(=O)(=O)NCc2ccc(Br)cc2)c[nH]1` is listed as -4%	0%	-1%	18%	7	0%	-0.5%	nt	i
# `Cc1cc(=O)[nH]c(N/N=C/c2c(O)n(-c3ccccc3)c(=O)c3ccccc23)n1` is listed as -3%	0%	-15%	0%	9	-4%	-0.8%	3%	i
# `CCOC(=O)c1c(-c2ccc(C)cc2)csc1NC1=NS(=O)(=O)c2ccccc21` is listed as 0%	7%	3%	7%	-3	28%	-0.1%	-26%	i
# `COc1ccc(/C=C/C(=O)O)cc1S(=O)(=O)Nc1ccc2c(c1)OCO2` is listed as 1%	7%	1%	8%	15	0%	0.0%	5%	i
# `Nc1nc2n(n1)C(c1cccc(Br)c1)CC(c1ccc(F)cc1)N2` (stereo unspecified) is listed as 0%	-17%	-2%	-12%	-13	2%	0.1%	-7%	i

# (continued)
# Under each structure: A549 viability	Nrf2 block	HepG2 tox	TGFb inhibitor	IL1B secr inh	MCF10A rerep	Nrf2 activator	ATXN2 expr inh	ATXN viability
COc1cc(NC(=O)CNC(c2ccccc2)c2ccccc2)cc(OC)c1OC
 : -12%	-15%	-27%	?	-5	-1%	-0.6%	-15%	i
C/C(Cc1ccccc1)=N\NC(=O)CNC(=O)c1ccc(F)cc1
 : -1%	2%	4%	9%	10	-3%	-0.7%	31%	i
C=CCn1c(-c2ccc3ncccc3c2)n[nH]c1=S
 : -3%	?	-7%	-4%	0	5%	-0.7%	nt	nt
COc1ccc(C(=O)Nc2cccc(-c3csc(C)n3)c2)cc1S(=O)(=O)N1CCCC1
 : -8%	?	16%	2%	23	-5%	5.6%	nt	i
O=C(O)CC1CCS(=O)(=O)C1 (stereo unspecified)
 : 0%	3%	-49%	0%	0	-1%	-0.6%	-6%	i
COc1ccc(C(=O)NCCc2ccc(F)cc2)cc1OC
 : 0%	4%	-10%	17%	14	1%	0.6%	9%	?
Cc1noc(C)c1C(=O)N1CC(C)OC(C)C1 (stereo unspecified)
 : -5%	8%	9%	14%	11	-3%	2.7%	3%	i
O=C(NCc1ccc2c(c1)OCO2)c1ccc2c(c1)N(Cc1cccc(Cl)c1)C(=O)c1ccccc1S2
 : -12%	0%	-12%	-1%	nt	nt	0.6%	nt	nt
COc1ccccc1CN(Cc1nc2ccccc2c(=O)[nH]1)C(=O)Nc1cccc(C)c1
 : -3%	?	8.9µM*	?	-5	-5%	2.2%	37%[activator]	i
O=C(NCc1ccc(Cl)cc1)c1ccccc1CCc1ccccc1
 : 8%	-29%	3%	0%	-18	?	0.6%	-7%	?
COc1ccc2c(c1)C(=C(C#N)C#N)C(=O)N2CCc1ccccc1
 : -3%	?	-17%	-17%	-13	?	0.3%	-25%	?
CCc1ccc(NC(=O)c2ccc3c(O)c(S(=O)(=O)c4ccc(Cl)cc4)c(=O)[nH]c3c2)cc1
 : 0%	1%	3%	6%	nt	nt	-0.6%	nt	nt
CCC(C)(C)NC(=O)CN(Cc1cccs1)C(=O)CNS(=O)(=O)c1ccc(F)cc1
 : -1%	11%	-1%	11%	5	0%	-0.3%	3%	i
CCOc1ccc(C(=O)c2cc([N+](=O)[O-])ccc2N2CCOCC2)cc1
 : -17%	20%	-32%	1.1µM*	8	?	0.3%	5%	i
CO/N=C/c1ccc(N2CCN(C(=O)c3ccc(F)cc3)CC2)c([N+](=O)[O-])c1
 : -25%	10µM*	-13%	-1%	-8	18%	-0.4%	-19%	i
COc1ccccc1S(=O)(=O)Cc1ccc(C(=O)NCC2CCCO2)o1 (stereo unspecified)
 : 5%	12%	-4%	18%	21	1%	4.4%	nt	i
CN(C)S(=O)(=O)c1ccc2c(c1)nc(CCC(=O)Nc1ccc3c(c1)OCO3)n2C
 : 0%	-9%	0%	-2%	-4	-1%	2.4%	4%	i
O=C(O)c1ccccc1OCCOc1ccccc1C(=O)O
 : -10%	-12%	2%	-3%	1	-4%	-0.5%	6%	i
CC[C@]12c3[nH]c4ccccc4c3CCN1C(=O)C(CC(=O)NCCN1CCOCC1)C[C@@H]2C(=O)N1CCN(C(=O)C2CC2)CC1 (stereo partly specified)
 : -6%	12%	9%	20%	19	28%	-1.1%	6%	i
Cn1c(=O)c2c(nc(N3CCNCC3)n2Cc2cccc3ccccc23)n(C)c1=O
 : -2%	5%	-15%	0%	-21	23%	0.0%	-25%	i
COc1ccc(-c2noc(-c3ccc(C)cc3)n2)cc1
 : 3%	?	-3%	-1%	-6	8%	2.6%	59%[activator]	i
Cc1ccc(NC(=O)CN(C)C(=O)c2ccc(Sc3nncn3C)c([N+](=O)[O-])c2)cc1
 : 2%	5%	-11%	42%[activator]	2	-1%	-0.2%	nt	i
Cc1ccc(S(=O)(=O)c2cn(C)c3cc(N4CCCCC4)c(F)cc3c2=O)cc1
 : 9%	-17%	-9%	-24%	nt	nt	-0.5%	nt	nt
COC(=O)Cc1cc(OC)c(OC)cc1S(=O)(=O)N(C)C
 : -4%	7%	-1%	-3%	-11	-4%	0.1%	-32%	i
O=C(O)CCN1Cc2ccccc2C1=O
 : 0%	?	-21%	9%	-26	11%	0.4%	-1%	i
COc1ccc(NC(=O)CCN2CCN(S(=O)(=O)c3cc(Cl)ccc3OC)CC2)cc1
 : -9%	nt	0%	-3%	-7	7%	-0.5%	?	i
O=C(C1CCN(S(=O)(=O)c2ccc(Cl)cc2)CC1)N1CCOCC1
 : -16%	-17%	7%	-3%	0	1%	-0.5%	nt	nt
Cc1ccc(CN2CCC(Oc3cccc(C(=O)NCc4cccnc4)c3)CC2)o1
 : -6%	-1%	-3%	-7%	0	1%	7.8%	-6%	i
Cc1ccc(N2CC(C(=O)NC3CCCCCC3)CC2=O)cc1 (stereo unspecified)
 : nt	nt	-2%	-3%	8	nt	-0.1%	nt	i
COc1ccc(/C(C)=N/N2CCOCC2)c(O)c1
 : -4%	6%	5%	5%	-5	0%	-0.4%	3%	i
O=C(c1ccc(N2C(=O)CCC2=O)cc1)N1CCN(c2ccccc2)CC1
 : 12%	-16%	-10%	7%	6	2%	-1.1%	4%	i
O=C(OCc1ccccc1Cl)c1ccc(-c2nnn(Cc3ccccc3Cl)n2)cc1
 : -5%	-7%	-2%	41%[activator]	nt	nt	-2.0%	8%	i
CSc1ncc(C(=O)Nc2cccc(Cl)c2C)c(C)n1
 : -1%	-26%	8%	-3%	-12	3%	0.3%	-24%	i
Cc1nn(C)cc1/C=N/O
 : 0%	4%	-5%	-6%	14	-6%	0.2%	-14%	i
CCCCC(=O)Nc1ccccc1N1CCN(c2ccccc2)CC1
 : 1%	-2%	7%	3%	-1	-2%	-0.1%	1%[11.3 µM]	i

# Screening results deposited in PubChem by National Center for Advancing Translational Sciences (NCATS).

# Random draw from the library; overall some 8.8% were active at least once.
